LAP4 TOR yeast – modulators of LAP4-GFP expression in yeast, primary screen, S. cerevisiae, multiplex flow cytometry, MLPCN library; 3 h; median GFP as percent of DMSO wells; AID 2023, 2009; GFP response vs DMSO, % at 10 µM; hit rate 0.34% among 320,000;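 active = GFP response vs DMSO above a set limit, about the screen mean plus 3 SD, cut at about 150% in these data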
MEP2 TOR yeast – modulators of MEP2-GFP levels in yeast, primary screen, S. cerevisiae, multiplex flow cytometry, MLPCN library; S. cerevisiae MEP2-GFP strain, 3 h; 100% = DMSO control level; GFP response vs DMSO, % at 10 µM; hit rate 0.51% among 330,000;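 active = GFP response versus DMSO above a set limit, roughly screen mean plus 3 SD, cut at about 180% in these data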;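 also: median GFP fluorescence of the barcode-gated MEP2-GFP cells per well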
AHR activator – AHR activators, primary screen, cell-based, luminescence, luciferase reporter, human; Aryl hydrocarbon receptor (Homo sapiens), P35869; AHR-responsive luciferase reporter cells; activation, % at 5 µM; hit rate 2.5% among 320,000; AID 2796, 2010; in the data active = activation above about 47%;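 also: 0% = vehicle wells and 100% = reference agonist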
Target sequence (P35869 whole entry, looked up): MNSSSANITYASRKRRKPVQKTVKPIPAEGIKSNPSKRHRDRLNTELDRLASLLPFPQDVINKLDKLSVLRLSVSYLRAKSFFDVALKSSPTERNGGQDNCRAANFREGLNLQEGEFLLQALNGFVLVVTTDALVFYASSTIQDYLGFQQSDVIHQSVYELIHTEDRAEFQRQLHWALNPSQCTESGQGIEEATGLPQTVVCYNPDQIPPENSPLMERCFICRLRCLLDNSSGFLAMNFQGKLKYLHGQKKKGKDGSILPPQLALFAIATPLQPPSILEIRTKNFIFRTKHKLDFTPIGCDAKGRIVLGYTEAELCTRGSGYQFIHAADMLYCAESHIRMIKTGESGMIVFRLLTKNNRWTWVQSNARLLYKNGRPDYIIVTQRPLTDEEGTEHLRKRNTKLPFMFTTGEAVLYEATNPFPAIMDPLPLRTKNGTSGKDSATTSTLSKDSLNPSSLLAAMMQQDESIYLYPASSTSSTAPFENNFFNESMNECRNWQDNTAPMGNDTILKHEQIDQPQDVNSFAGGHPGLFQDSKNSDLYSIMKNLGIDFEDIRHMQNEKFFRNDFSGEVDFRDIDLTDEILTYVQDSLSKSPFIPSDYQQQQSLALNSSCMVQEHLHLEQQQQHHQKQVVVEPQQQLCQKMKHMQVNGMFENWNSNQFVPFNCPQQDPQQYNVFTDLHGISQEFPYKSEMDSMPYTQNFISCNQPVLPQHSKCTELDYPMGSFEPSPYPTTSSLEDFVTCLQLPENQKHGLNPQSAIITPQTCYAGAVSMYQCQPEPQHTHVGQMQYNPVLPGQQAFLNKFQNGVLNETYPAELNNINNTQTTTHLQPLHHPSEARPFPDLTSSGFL
RPL19A-GFP yeast – RPL19A-GFP expression modulators in yeast, primary screen, cell-based, S. cerevisiae, multiplex flow cytometry, MLPCN. S. cerevisiae RPL19A-GFP strain, 3 h; active compounds read low. hit rate 0.3% among 330,000. percent response vs DMSO, % at 10 µM. AID 2025, 2009;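 active = percent response vs DMSO below 50%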;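 also: median channel GFP fluorescence of the barcoded RPL19A-GFP strain; ratio of sample median GFP to plate DMSO average so 100% = DMSO; lower means less RPL19A-GFP as with rapamycin TOR inhibition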
procasp3 activ – activators of human procaspase-3 D3A mutant, primary screen, biochemical, absorbance, PC-3 D3A mutant, single concentration. hit rate 0.11% among 330,000. activation, % at 8.5 µM. Caspase-3 (Homo sapiens), P42574. recombinant procaspase-3 D3A, Ac-DEVD-pNA absorbance 405 nm;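 active = activation above the mean of all tested compounds plus 3 SD, cut at about 21% in these data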;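 also: 0% = DMSO alone and 100% = DMSO wells spiked with extra 5 µM PC-3 D3A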
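Test system: Procaspase-3 D3A mutant, all three cleavage aspartates alanine | Dosing: Single dose, 8.5 µM nominal compound, 0.8% DMSO | Schedule: 1 h preincubation, 2 h reaction | Technique: 405 nm absorbance of p-nitroaniline, reads at 0 and 120 min | Repeats: One well per compound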
procasp7 counter – procaspase-7 activators, primary screen, counter-screen for procaspase-3 activator project, biochemical, absorbance, HTS, human; hit rate 0.093% among 330,000; activation, % at 8.5 µM; recombinant procaspase-7, Ac-DEVD-pNA absorbance 405 nm; D23A/D198A/D206A triple mutant, cannot self-cleave; scale: DMSO 0, 5 µM enzyme 100; AID 463210, 2010;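 active = percent activation above the screen-wide mean plus 3 SD, cut at about 25% in these data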
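Assay system – Uncleavable procaspase-7 mutant enzyme · Quantity – 2 µM procaspase-7 mutant as dispensed · Times – 1 h preincubation, 2 h reaction · Dosing – single nominal 8.5 µM compound dose, 0.8% DMSO final · Buffer or medium – Zinc-free 50 mM HEPES buffer, pH 7.4, with NaCl and Triton X-100 · Detection – Epi-absorbance of released pNA at 405 nm, two timepoints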
AGP1 TOR yeast – modulators of AGP1-GFP expression in yeast TOR pathway, primary screen, cell-based, multiplex flow cytometry, S. cerevisiae, MLPCN library; 3 h; GFP as percent of DMSO wells; GFP response vs DMSO, % at 10 µM; hit rate 0.02% among 320,000; AID 2066, 2009;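 active = GFP response relative to DMSO above a set limit, near screen average plus 3 SD, cut at about 150% in these data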;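 also: median GFP channel fluorescence of the gated AGP1 strain per well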
CIT2-GFP yeast – modulators of CIT2-GFP expression in yeast, primary screen, S. cerevisiae, GFP fusion, multiplex flow cytometry, MLPCN library; S. cerevisiae CIT2-GFP strain, 3 h; 100 means same as DMSO wells; hit rate 0.065% among 320,000; AID 2029, 2009; GFP response vs DMSO, % at 10 µM;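 active = GFP response relative to DMSO above a set limit, near the screen mean plus 3 SD, cut at about 150% in these data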;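 also: ratio of well median GFP fluorescence to mean of DMSO wells on the plate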
An asterisk follows results filed as active; . = no result given. This is a random part of the collection. About 3.5% of those tested had a hit in this group.

Sequence of screens: LAP4 TOR yeast, MEP2 TOR yeast, AHR activator, RPL19A-GFP yeast, procasp3 activ, procasp7 counter, AGP1 TOR yeast, CIT2-GFP yeast
#1 O=C(NCc1ccc2c(c1)OCO2)C1(S(=O)(=O)c2ccccc2)CC1
  100, 95, 70*, 98, -6, -2, 101, 95
#2 O=C(c1ccc2nc(N3CCOCC3)sc2c1)N1CCC(Cc2ccccc2)CC1
  114, 100, 9, 95, 6, 1, 93, 89
#3 COc1cccc(C(=O)NC(=S)Nc2ccccc2N2CCOCC2)c1
  99, 94, 35, 100, -4, -9, 93, 94
#4 Cc1ccc(NS(=O)(=O)c2ccc(-c3ccc(=O)[nH]n3)o2)cc1N(C)C
  93, 101, 9, 100, 4, 3, 95, 96
#5 CCOc1ccc(Cl)cc1C(c1c(C)[nH][nH]c1=O)c1c(C)[nH][nH]c1=O
  95, 109, ., 99, ., ., 100, 108
#6 CCCN(CCC)CCNC(=O)C(NS(=O)(=O)c1ccc2c(c1)CCC(=O)N2)c1ccccc1 (stereo not drawn)
  106, 102, -2, 104, -2, -8, 109, 106
#7 CN(C)c1ccc(C(=S)N2CCCC2)cc1Br
  110, 102, 0, 98, 3, 7, 103, 96
#8 CC(C)CC(=O)N/C(N)=N/c1nc2ccccc2o1
  115, 87, -5, 94, 5, 4, 106, 103
#9 CCCN1CCN(CCCNC(=O)Cn2nc(C)n3c(cc4cc(OC)ccc43)c2=O)CC1
  106, 107, 2, 101, 0, -4, 103, 102
#10 COC(=O)c1ccc(NC(=O)Cn2nnc3ccccc32)cc1
  103, 98, 14, 95, -9, 9, 97, 94
#11 O=C(CN1C2=NCCCN2c2ccccc21)c1cccs1
  97, 101, 3, 98, 6, 3, 102, 98
#12 O=C(Nc1cccnc1)c1ccccc1O
  94, 94, 54*, 97, 1, 1, 95, 96
#13 C=CCn1c(SCC(=O)NC(=O)NCc2ccco2)nc2sc(CC)cc2c1=O
  104, 111, 8, 109, -6, -3, 108, 98
#14 Cc1cccc(C)c1NC(=O)C(C)c1ccc(-c2ccccc2)c(F)c1 (stereo not drawn)
  104, 113, 0, 102, 4, 2, 99, 100
#15 NC(=O)c1ccc(Oc2ccc(Cl)cc2)c([N+](=O)[O-])c1
  100, 93, 0, 91, -4, -3, 96, 88
#16 Cc1ccc(-n2cnn(-c3ccc([N+](=O)[O-])cc3[N+](=O)[O-])c2=O)cc1
  109, 103, 2, 104, -6, 5, 108, 103
#17 CCOc1ccc(NC(=S)N(Cc2ccc(Cl)cc2)Cc2ccco2)cc1
  103, 96, 6, 96, 5, -9, 95, 88
#18 Cc1[nH]c(=O)[nH]c(=O)c1S(=O)(=O)N1CCCC(C(=O)NCc2ccccc2Cl)C1 (stereo not drawn)
  93, 105, 0, 98, 3, 7, 96, 102
#19 O=C(O)c1ccc(NC(=O)c2cn(-c3ccccc3)nc2-c2ccc(Cl)cc2)cc1
  121, 99, 2, 115, -4, -7, 105, 112
#20 CC1C/C(=N\NC(=O)c2ccc(NS(=O)(=O)c3ccc(Br)cc3)cc2)CC(C)(C)C1 (stereo not drawn)
  92, 95, 10, 99, -7, -9, 102, 100
#21 NC(=O)c1c(NC(=O)COC(=O)c2ccc(O)c(Cl)c2)sc2c1CCCC2
  97, 108, 8, 99, -12, -9, 97, 96
#22 CSc1nnc(C)c(/C=C/Nc2ccc(C)cc2)n1
  93, 98, 32, 97, -8, -15, 85, 83
#23 Cc1cc(C)c2cc(C(=O)Nc3ccccc3)[nH]c2c1
  ., 103, 47*, 103, -4, 6, ., .
#24 CC1CCCC(C)N1S(=O)(=O)c1ccc(S(=O)(=O)NCCc2ccncc2)cc1 (stereo not drawn)
  105, 110, 3, 101, 5, 8, 111, 106
#25 CN(C)c1ccc(NC(=O)c2cnsn2)cc1
  101, 103, 31, 92, -3, 7, 106, 101
#26 CCN(C=NC1=NN(c2cccc(C(F)(F)F)c2)CC1)CC
  100, 109, 14, 106, 13, -10, 102, 104
#27 Cc1ccccc1OCCCCn1c(CO)nc2ccccc21
  93, 98, 3, 95, 16, -3, 96, 92
#28 CCOC(=O)c1sc(NS(=O)(=O)c2ccc(NC(C)=O)cc2)nc1C
  99, 104, 7, 100, 4, -2, 102, 103
#29 COc1cc(C(=O)NCC(=O)Nc2c(C)cccc2C)ccc1OCc1ccccc1
  97, 99, 0, 94, 0, 6, 95, 95
#30 CNc1ccccc1C(=O)OCC(=O)N(CCOC)c1c(N)n(CC(C)C)c(=O)[nH]c1=O
  111, 101, -2, 98, 12, 4, 106, 107
#31 Cc1cccc(N2CCN(C(=O)C(Cc3ccccc3)n3cccc3)CC2)c1C (stereo not drawn)
  119, 102, 0, 113, -3, 15, 118, 123
#32 C(=N\C(/N=C/c1ccco1)c1ccco1)/c1ccco1
  96, 98, 11, 101, -9, -3, 93, 99
#33 O=C(NC1CCCCCC1)c1cccnc1Sc1ccc(Cl)cc1
  94, 99, 5, 108, 2, 4, 96, 102
#34 Cc1ccc(C(=O)NC2CCCCCC2)o1
  91, 99, 10, 95, 5, 6, 99, 103
#35 CCc1cccc(C)c1NS(=O)(=O)c1c(C)nc2sccn2c1=O
  97, 96, -1, 98, 6, 7, 102, 99
#36 Cc1cccc(OCC(=O)Nc2ccc3c(c2)OCCO3)c1
  112, 102, 3, 99, -9, 5, 100, 90
#37 COc1cccc2c1OC1(C)CC2NC(=O)N1 (stereo not drawn)
  101, 104, 0, 102, 5, 2, 100, 101
#38 COCCn1c(=S)[nH]c2ncccc2c1=O
  97, 97, -2, 99, -2, 5, 102, 98
#39 CC(C)CNC(=S)NC1CCCC1
  92, 100, 0, 97, -1, -13, 100, 96
#40 CCN1C(=O)C(O)(CC(=O)C(C)(C)C)c2cc(Br)ccc21 (stereo not drawn)
  92, 99, -1, 103, 6, -1, 98, 97
#41 O=C(/C=C/c1ccc(Cl)cc1)NCCSc1ccccc1
  95, 94, 4, 98, 1, 0, 97, 91
#42 COCCNC(=O)CCc1nnc(C2(c3ccc(Cl)cc3)CCC2)o1
  94, 105, 8, 104, 14, 6, 101, 106
#43 O=C(NCc1ccco1)/C(=C/c1ccc(F)cc1)NC(=O)c1ccccc1
  102, 107, 0, 105, 9, -1, 106, 99
#44 Cc1onc(-c2ccccc2)c1C(=O)N(Cc1ccccc1)C(C)C
  117, 103, 1, 99, -9, 4, 114, 111
#45 CC(OC(=O)C1CCCO1)C(=O)NC1CCCC1 (stereo not drawn)
  102, 103, -1, 101, 5, 2, 102, 103
#46 Cc1cc(Oc2nnnn2-c2ccccc2)ccc1Cl
  98, 101, 3, 100, 8, 5, 101, 99
#47 CC(C)SCc1cc(N2CCCC2)nc(-c2ccccc2)n1
  97, 98, 3, 99, -2, 14, 94, 97
#48 O=c1c2c([nH]n1-c1ccccc1)CCCC2
  91, 94, 12, 93, 0, -5, 97, 90
#49 CC(=O)Nc1cccc(-c2csc(Nc3cccc(C)n3)n2)c1
  99, 98, 61*, 95, -1, -1, 100, 99
#50 O=C(Nc1cccc(-c2ccc3nncn3n2)c1)C(F)(F)F
  106, 104, 1, 100, -4, 5, 107, 105
#51 C[C@H](C(O)c1ccccc1)N(C)C(=O)CN (stereo partly drawn)
  102, 91, -3, 98, 2, -2, 81, 80
#52 Cc1ccc(-n2c(C)cc(/C=N/NC(=O)CC3(C)OCCO3)c2C)cc1
  127, 134, 8, 106, -6, -3, 128, 88
#53 COc1ccc(C(=O)C2CCCN(C(=O)c3csc(C(C)=O)c3)C2)c(C)c1 (stereo not drawn)
  115, 105, 3, 107, 3, -5, 121, 103
#54 COc1ccc(CCNc2ncnc3sccc23)cc1OC
  101, 96, -12, 100, -9, 10, 101, 95
#55 Cn1c(=O)n(CC(=O)O)c(=O)c2c1nc1n2CCCN1Cc1ccccc1
  92, 103, -1, 104, 7, -6, 102, 102
#56 Cc1ccc(S(=O)(=O)N(C)C)cc1NC(=O)COC(=O)COc1ccc2c(C)cc(=O)oc2c1
  91, 108, 0, 99, 11, 16, 103, 114
#57 CN(C)c1ccc(/C=N/NC(=S)NCc2ccco2)cc1
  88, 101, 37, 98, 8, -10, 89, 97
#58 COc1ccc(/C=C2\SC(=S)N(CCC(=O)N3CCCCC3)C2=O)cc1
  96, 94, -4, 96, 2, 2, 94, 97
#59 Cc1[nH]c2ccccc2c1SCc1n[nH]c(=S)n1C
  99, 88, -4, 96, -11, -12, 92, 93
#60 COC(=O)c1ccc(Oc2ccc(S(=O)(=O)N3CCCCC3)cc2N)cc1
  116, 108, 2, 99, 1, -2, 101, 98
#61 Cc1noc(C)c1C(=O)OCC(=O)N(C)C1CCS(=O)(=O)C1 (stereo not drawn)
  97, 102, -2, 107, -5, 8, 107, 89
#62 CCCCc1nnc(NC(=O)CN2C(=O)c3ccccc3C2=O)s1
  85, 95, 1, 94, -24, -34, 90, 89
#63 OCC1(Cc2ccccc2)CCCN(Cc2ccc3c(c2)OCCO3)C1 (stereo not drawn)
  119, 116, 4, 96, -5, 0, 108, 107

Quoted at random: four entries already listed.
Sequence of screens: LAP4 TOR yeast, MEP2 TOR yeast, AHR activator, RPL19A-GFP yeast, procasp3 activ, procasp7 counter, AGP1 TOR yeast, CIT2-GFP yeast
#59 Cc1[nH]c2ccccc2c1SCc1n[nH]c(=S)n1C
  99, 88, -4, 96, -11, -12, 92, 93
#48 O=c1c2c([nH]n1-c1ccccc1)CCCC2
  91, 94, 12, 93, 0, -5, 97, 90
#46 Cc1cc(Oc2nnnn2-c2ccccc2)ccc1Cl
  98, 101, 3, 100, 8, 5, 101, 99
#55 Cn1c(=O)n(CC(=O)O)c(=O)c2c1nc1n2CCCN1Cc1ccccc1
  92, 103, -1, 104, 7, -6, 102, 102
